NadD inh = NadD (S. aureus) enzyme inhibition | purified NadD enzyme, colorimetric absorbance read-out | inhibition, % at 20 µM | actives 0.78% (n = 360,000); in the data active = inhibition above about 26%; note: some compounds past the cut are filed as inactive
STEP inh = STEP (human) phosphatase inhibition; inhibition, % at 20 µM; actives 0.25% (n = 360,000); recombinant STEP, OMFP fluorogenic substrate, fluorescence; P54829;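 active = inhibition at 20 µM, scaled per plate between control wells, above about 37%, limit read from the data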;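 note: 0% = DMSO with enzyme and substrate and 100% = substrate only without enzyme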
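Material: STEP (striatal-enriched tyrosine phosphatase) enzyme, cell-free; Compound dosing: 20 µM single dose in 1% DMSO; Technique: fluorescence read at 480 nm ex / 540 nm em; Times: reaction 20 min, ambient temperature; Medium: 50 mM Bis-Tris pH 6.0 with 2.5 mM DTT and 0.005% Tween 20; Also added: OMFP at 25 µM.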
NRP1-CendR mod = NRP-1/CendR interaction modulation | FAM-RPARPAR peptide binding to NRP-1, fluorescence polarization | inhibition, % at 25 µM | actives 0.85% (n = 360,000) | O14786;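 active = inhibition or corrected inhibition above about 18%, plus a signal ratio from 0.5 to 1.5, limit read from the data, passing the limit was not always enough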; note: strong numbers were not always called active
Scp1 inh = blocks human Scp-1 phosphatase activity; Q9GZU7; Recombinant Scp1, phosphopeptide, malachite green phosphate absorbance; inhibition, % at 20 µM; actives 0.88% (n = 340,000); AID 493091;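 active = inhibition above about 50% at 20 µM, limit read from the data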;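 note: plate controls were DMSO wells with enzyme for no effect and wells lacking enzyme for full effect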
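Test system: SCP-1 catalytic domain; Buffer or medium: Acidic Tris acetate buffer with magnesium and detergent; Also added: Phosphorylated 17-residue peptide substrate; Compound: single 20 µM dose, 1% DMSO; Schedule: enzyme reaction 45 min at room temperature, colour 5 min, stabilisation 30 min; Signal: Phosphate-binding colour reagent, absorbance read at 630 nm.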
MT1-MMP act inh = MT1-MMP (human) activation inhibition; P50281; HT1080 RFP-PRO-GFP cells, GFP/RFP ratio fluorescence, overnight; percent of plate control window, DMSO zero; GFP/RFP ratio change, % at 20 µM; actives 0.061% (n = 360,000);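 active = GFP/RFP ratio change of at least 30% with cell ATP level not reduced by more than half and red fluorescence within 50% of control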; note: strong numbers were not always called active
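Compound: 20 µM single dose, 1% DMSO / System: HT1080 RFP-PRO-GFP cells / Controls: DMSO and RFP-L50D-GFP cell wells / Read-out basis: GFP/RFP fluorescence ratio / Schedule: overnight compound exposure at 37 °C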
SUMO1 PPI mod = SUMO1-SIM interaction modulation; SUMO1 binding to a labelled peptide, TR-FRET, 1 h; P63165; actives 0.33% (n = 360,000); inhibition, % at 20 µM; in the data active = inhibition above about 37%
LMPTP inh = LMPTP (human) inhibition; P24666; recombinant LMPTP-A, OMFP fluorogenic substrate, fluorescence intensity; inhibition, % at 20 µM; actives 0.22% (n = 360,000);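 active = compounds that cut the enzyme signal by at least half of the control window in the single-dose screen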;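 note: plate controls were DMSO wells with enzyme plus substrate for no effect and substrate without enzyme for full effect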
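Buffer or medium: Bis-Tris pH 6.0, DTT, detergent; Assay system: LMPTP-A enzyme; Quantity: 0.625 nM enzyme; Detection: endpoint fluorescence intensity; Times: 50 min dark incubation at room temperature; Controls: substrate-only low control, DMSO enzyme-plus-substrate high control; Doses: single 20 µM dose; Read-out: percent inhibition versus substrate-only and uninhibited controls; Reagent: 400 µM OMFP.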
DNMT1 block = DNMT1 (human) enzyme inhibition; P26358; DNMT1 molecular beacon, Hinp1I cleavage, fluorescence; inhibition (reported as % activation of signal), % at 10 µM; actives 0.83% (n = 360,000); in the data active = inhibition above about 50%
Target sequence (P26358 504-1616 limits assumed): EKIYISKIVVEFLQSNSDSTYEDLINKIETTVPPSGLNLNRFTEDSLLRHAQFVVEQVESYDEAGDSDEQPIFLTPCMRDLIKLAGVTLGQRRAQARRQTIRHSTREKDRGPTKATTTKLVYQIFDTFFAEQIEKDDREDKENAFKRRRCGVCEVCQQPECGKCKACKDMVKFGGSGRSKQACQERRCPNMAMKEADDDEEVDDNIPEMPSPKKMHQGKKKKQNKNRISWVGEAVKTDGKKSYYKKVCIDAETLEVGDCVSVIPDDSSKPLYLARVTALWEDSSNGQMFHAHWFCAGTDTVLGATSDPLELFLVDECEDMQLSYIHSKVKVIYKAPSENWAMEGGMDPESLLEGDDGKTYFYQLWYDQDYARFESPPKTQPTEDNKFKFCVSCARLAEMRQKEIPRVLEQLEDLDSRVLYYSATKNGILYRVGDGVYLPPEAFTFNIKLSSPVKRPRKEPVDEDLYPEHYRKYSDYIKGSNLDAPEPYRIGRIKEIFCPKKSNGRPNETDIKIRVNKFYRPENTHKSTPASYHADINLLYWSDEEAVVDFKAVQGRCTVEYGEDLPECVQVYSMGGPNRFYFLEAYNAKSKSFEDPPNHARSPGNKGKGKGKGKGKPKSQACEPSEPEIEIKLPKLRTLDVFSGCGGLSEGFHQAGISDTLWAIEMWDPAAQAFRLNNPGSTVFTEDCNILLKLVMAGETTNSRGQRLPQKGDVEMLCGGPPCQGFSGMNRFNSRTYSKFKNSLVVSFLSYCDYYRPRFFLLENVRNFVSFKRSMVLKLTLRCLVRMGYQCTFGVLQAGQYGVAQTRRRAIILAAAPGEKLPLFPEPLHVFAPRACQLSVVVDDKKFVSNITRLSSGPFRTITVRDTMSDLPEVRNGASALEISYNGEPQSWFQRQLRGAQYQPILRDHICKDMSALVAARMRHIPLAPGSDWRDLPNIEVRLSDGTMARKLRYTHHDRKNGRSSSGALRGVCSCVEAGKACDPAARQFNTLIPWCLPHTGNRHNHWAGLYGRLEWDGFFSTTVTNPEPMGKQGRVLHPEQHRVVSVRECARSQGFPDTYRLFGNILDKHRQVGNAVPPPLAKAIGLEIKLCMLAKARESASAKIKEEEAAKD
Rpn11 block = inhibitors of human proteasome Rpn11; O00487; human 26S proteasome, Ub4-pepOG fluorescence polarization; 20S core pre-blocked with epoxomicin; calls only at 20 µM; actives 0.59% (n = 360,000); AID 588493;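 active = inhibition at 20 µM, scaled to each plate's controls, above about 33%, limit read from the data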
SKN-1 inh = inhibitors of C. elegans SKN-1; AID 624304; inhibition, % at 21.8 µM; actives 0.49% (n = 360,000); C. elegans VP596 Pgst-4::GFP/RFP ratio, acrylamide-induced, 24 h;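 active = interference check ratio from 0.5 to 1.5 plus GFP to RFP signal ratio inhibition reaching or exceeding a fixed threshold, cut at about 30% in these data, passing the limit was not always enough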; note: some compounds called inactive have numbers as strong as hits
* hit, by the source's call; i = inactive; / = not tested or not shown.

SUMO1 PPI mod	MT1-MMP act inh	NRP1-CendR mod	Scp1 inh	STEP inh	LMPTP inh	Rpn11 block	NadD inh	DNMT1 block	SKN-1 inh	smiles
0	-2	4	-2	0	-3.5	i	-2	0	16	COC(=O)c1cc(Br)c(=O)n(-c2ccccc2F)c1
-5	3	0	4	-1	-2.9	i	0	0	-9	O=C(C1CCCC1)N1CCN(S(=O)(=O)c2cccc(Cl)c2Cl)CC1
60*	4	5	-7	3	2.0	i	0	-2	-4	CCCCN(C(=O)c1cc(S(=O)(=O)N2CCCCCC2)ccc1OC)c1ccccc1
-3	-1	-7	-19	-2	-0.3	i	-3	2	-8	CC(C)Oc1ccc(C(=O)CCN2CCOCC2)cc1
3	1	-3	-3	-1	0.9	i	-2	1	6	Cc1ccc(NC(=O)COC(=O)Cc2c(F)cccc2Cl)cc1S(=O)(=O)N1CCOCC1
3	-2	6	4	0	-1.3	i	0	1	13	CC1CCN(C(=O)CSc2nc3c(c(=O)n(C)c(=O)n3C)n2C)CC1
-1	2	6	0	0	-0.5	i	-1	0	0	Brc1ccc(Nc2c3c(nc4ncnn24)CCC3)cc1
-2	-3	-4	/	-1	-3.6	i	6	-1	3	CCn1cc(/C=C(\NC(=O)c2ccc(OC)cc2)C(=O)NCCCn2ccnc2)c2ccccc21
-7	8	7	-11	5	0.0	i	6	-1	-1	Cc1ccc(C(=O)Oc2ccc(Cl)c3cccnc23)cc1[N+](=O)[O-]
2	7	-6	1	-1	-1.4	i	-1	1	5	CC1(C)CCC(=O)N(c2ccc(OC(F)(F)F)cc2)C1=O
-5	-6	2	-6	0	0.2	i	1	-1	10	CCCCNc1ncnc2c1cnn2-c1ccc(C)cc1C
-61	-91	-136	2	0	4.3	/	-2	2	28	CC1CCN(c2ccc3c(c2)S(=O)(=O)c2cccc(C(=O)NC[C@@H]4CCCO4)c2C3=O)CC1
0	0	-15	19	2	-1.3	i	1	1	-13	C[C@H](CO)N1C[C@H](C)[C@@H](CN(C)C(=O)Nc2ccc3c(c2)OCO3)Oc2c(NS(=O)(=O)c3ccccc3)cccc2C1=O
5	6	11	-10	-2	0.4	i	-2	0	-16	COc1ccc(NC(=O)COC(=O)Cn2cnc3ccccc3c2=O)cc1OC
-2	1	-2	-16	-3	-0.2	i	-5	8	7	O=C(NCc1ccccc1)C1CCCN(c2nc3ccsc3c(=O)s2)C1 (stereo not given)

Looked up one by one from above (5):
SUMO1 PPI mod	MT1-MMP act inh	NRP1-CendR mod	Scp1 inh	STEP inh	LMPTP inh	Rpn11 block	NadD inh	DNMT1 block	SKN-1 inh	smiles
-61	-91	-136	2	0	4.3	/	-2	2	28	CC1CCN(c2ccc3c(c2)S(=O)(=O)c2cccc(C(=O)NC[C@@H]4CCCO4)c2C3=O)CC1
-7	8	7	-11	5	0.0	i	6	-1	-1	Cc1ccc(C(=O)Oc2ccc(Cl)c3cccnc23)cc1[N+](=O)[O-]
0	-2	4	-2	0	-3.5	i	-2	0	16	COC(=O)c1cc(Br)c(=O)n(-c2ccccc2F)c1
3	-2	6	4	0	-1.3	i	0	1	13	CC1CCN(C(=O)CSc2nc3c(c(=O)n(C)c(=O)n3C)n2C)CC1
-3	-1	-7	-19	-2	-0.3	i	-3	2	-8	CC(C)Oc1ccc(C(=O)CCN2CCOCC2)cc1

Further compounds.
SUMO1 PPI mod	MT1-MMP act inh	NRP1-CendR mod	Scp1 inh	STEP inh	LMPTP inh	Rpn11 block	NadD inh	DNMT1 block	SKN-1 inh	smiles
3	1	4	/	2	-3.5	i	-7	2	18	Cc1ccccc1S(=O)(=O)NC(=O)C1(C)CCN1C(=O)Cc1cc(F)ccc1F (stereo not given)
-1	3	-5	-8	-1	-1.6	i	2	8	5	CCCC(=O)Nc1nnc(-c2ccc3c(c2)OCO3)s1
-2	-3	4	3	0	-1.3	i	-2	-1	-7	CCOC(=O)C1CCCN(Cc2nc(C3CC3)no2)C1 (stereo not given)
-3	8	4	4	3	-0.6	i	-3	-1	1	COc1cc2c(OC)cccc2cc1C(=O)O
-16	10	5	5	3	2.0	i	-2	-10	-1	COCCNC(=S)NNc1ccccc1[N+](=O)[O-]
-5	0	6	-10	1	-1.2	i	-2	54*	-7	C=CCN(C(=O)c1csnn1)C(C(=O)NCc1ccc(F)cc1)c1ccccc1F (stereo not given)
3	0	-8	-10	6	-1.3	i	1	-2	-1	CC(=NNC(N)=O)C1=C(O)C(C(C)C)NC1=O (stereo not given)
-20	3	0	-6	0	0.6	i	-3	-1	0	CC1CN(c2ccc([N+](=O)[O-])nc2)CC(C)O1 (stereo not given)
-2	0	9	-7	-4	-0.6	i	-4	5	-17	COc1cc(OC)cc(C(=O)OCC(=O)Nc2ccc(N3CCCCC3)cc2)c1
-1	0	0	5	-2	-1.5	i	-4	3	-3	CC(=O)Nc1ccc(S(=O)(=O)NNC(=O)COc2cccc(C)c2)cc1
0	5	2	-11	0	1.7	i	2	-10	-27	C=CCSc1cc(C)nc2c(-c3ccc(Cl)cc3)c(C)nn12
-25	0	-2	-3	1	0.4	i	-4	12	-1	CN(C)c1ccc(C2SCCN2C(=O)c2ccc([N+](=O)[O-])cc2)cc1 (stereo not given)
2	1	-1	-11	2	-0.3	i	0	1	-1	CCNS(=O)(=O)c1ccc(CCC(=O)Nc2ccc3c(c2)OCCO3)cc1
-4	-4	12	0	2	-2.0	i	6	0	46*	O=c1[nH]ncn2cccc12
2	-1	4	/	-2	2.2	i	1	-5	16	COc1cc(F)ccc1-c1csc(C(C)(O)c2ccccc2)n1 (stereo not given)
-2	0	-8	3	2	-0.6	i	1	3	-18	NC(=O)C1CCN(C(=O)CSCc2ccccc2Cl)CC1
0	2	-2	-5	1	-0.8	i	-7	4	-9	Cn1cc(/C=C(\NC(=O)c2ccccc2Cl)C(=O)N2CCOCC2)c2ccccc21
6	0	5	-12	-4	0.5	i	-9	2	9	Cc1cccc(N(C(=O)c2sc(C)nc2C)C(C(=O)NCC2CCCO2)c2ccccc2)c1 (stereo not given)
36	6	-17	0	18	19	i	4	-2	4	O=C(Nc1ccc(-c2ccc3nncn3n2)cc1)c1ccc(Br)o1
-7	11	-7	-8	2	0.0	i	-3	-8	27	Nc1cnc(Nc2ccc(Br)cc2)nc1N
5	3	6	-3	5	3.0	i	-3	-16	13	COC(=O)[C@@]12CCCCN1[C@H](c1ccc(-c3cccc(Cl)c3)cc1)[C@H]1C(=O)N(C)C(=O)[C@H]12
-2	-5	8	-5	-4	1.8	i	0	0	34	Fc1ccccc1Cn1nnc2c(NCc3ccccn3)ncnc21
3	2	-6	-9	3	0.6	i	-7	-3	10	CCN(CC)S(=O)(=O)c1cccc(C(=O)OCC(=O)Nc2ccccc2OC(F)F)c1
-1	4	0	-3	4	0.5	i	-11	-1	14	Cc1ccc(-c2nc(CS(=O)CC(=O)NC3CCCC(C)C3C)c(C)o2)cc1 (stereo not given)
-4	-3	1	-5	3	-1.4	i	0	9	9	Cc1ccc(C(=O)COC(=O)COc2ccccc2O)cc1C
-1	-3	12	-1	0	-2.0	i	-3	0	-4	CC1=C(C(=O)Nc2cccc(C)c2C)C(c2cccs2)NC(=S)N1 (stereo not given)
-6	1	-9	-14	-1	-1.2	i	3	0	5	NC(=O)/C(=C\c1ccccc1)NC(=O)/C=C/c1ccccc1
-11	2	2	0	-2	-0.4	i	-2	-1	19	COc1ccccc1-n1c(SCC(=O)Nc2nnc(C)s2)nc2c(c1=O)SCC2
2	0	17	-14	1	1.4	i	6	11	4	CCCCCCCCN1[C@@H](CC(=O)OC)c2cc(C(F)(F)F)ccc2S1(=O)=O
0	1	-5	0	-2	0.0	i	3	-2	-5	COc1c(S(=O)(=O)N2CCN(C)CC2)ccc(Cl)c1Cl
8	2	9	/	2	1.8	i	-6	-1	8	Cc1ccc(CN2CC(N3CCC(Cc4ccccc4)CC3)CS2(=O)=O)cc1 (stereo not given)
2	4	-2	22	2	-0.9	i	-6	0	5	CCn1c(SCC(=O)N/N=C/c2ccccc2OCC(=O)O)nnc1-c1ccc(C)cc1
-4	5	8	-4	-1	-1.6	i	-1	0	0	Cc1ccc(-c2nnc(SC(C)C#N)n2N)cc1 (stereo not given)
-8	1	-10	-14	2	-1.3	i	5	1	1	COCCn1c(SCC(=O)N2CCc3ccccc32)nc2c(c1=O)SC(C)C2 (stereo not given)
-3	3	2	-8	2	-2.4	i	-7	-1	0	CCOC(=O)C[N+]1(C)CCN(C(C)=O)CC1
0	1	10	-12	4	-2.3	i	2	-2	8	CC(C)(C)C1=NN(C(=O)c2ccccc2)C(O)(C(C)(C)C)C1 (stereo not given)
-2	1	6	0	0	1.6	i	2	3	21	Fc1cccc(Cl)c1CSc1ccc(-c2ccco2)nn1
1	-4	10	/	/	6.2	/	/	/	16	CC(C)(C)NC(=O)C(c1cc2ccccc2o1)n1c(=O)c(-c2cc3ccccc3[nH]2)nc2ccccc21 (stereo not given)
3	-5	0	1	0	-1.3	i	0	-1	16	O=C(CSc1n[nH]c(-c2ccco2)n1)Nc1ccccc1
8	-2	20	-14	2	0.5	i	-1	5	12	Cc1cc(C)n(-c2nc(C)nc3c2cnn3-c2ccccc2)n1
-3	8	10	-9	-1	-2.7	i	-9	1	5	CC(CC1CC(C)(C)OC1=O)C(=O)Nc1nncs1 (stereo not given)
4	2	-3	-3	-3	-1.1	i	-4	-2	6	Cc1cc(C)n(C(=O)CNC(=O)c2ccc(Cl)cc2Cl)n1
3	0	6	-3	-2	-1.7	i	3	-1	10	O=C(O)c1cnn2c(C(F)F)cc(C3CC3)nc12
-12	-1	-10	0	3	8.8	i	21	19	2	CCC(=O)Nc1ccc(C(=O)Cn2ncc(Cl)c(Cl)c2=O)cc1
-3	-4	-1	-9	-3	-1.0	i	-5	-1	-3	Cc1ccccc1C1NC(=S)NC2=C1C(=O)CCC2 (stereo not given)
6	3	12	-2	2	-1.9	i	-5	1	13	c1ccc2c(c1)OCC(CNCC1COc3ccccc3O1)O2 (stereo not given)
5	-2	3	-12	1	-0.3	i	1	-1	-11	Cc1ccc(CC2C(=O)N(c3ncccn3)C(=O)C2C)cc1 (stereo not given)
0	3	0	-5	1	-1.4	i	3	-1	-13	Cc1ccc(C)c(N2CCN(C(=O)c3ccc(N4CCCC4=O)cc3)CC2)c1
-1	-2	9	-10	2	-2.0	i	-2	0	7	Cc1cc(NC(=O)c2cc(Cl)ccc2Cl)no1

Source: PubChem BioAssay (Sanford-Burnham Center for Chemical Genomics)
